Compound activity as filed in PubChem.
PI5P4Ka inh – qHTS for Inhibitors of phosphatidylinositol 5-phosphate 4-kinase (PI5P4K). AID 652105, 2013. PI5P4Kalpha enzyme, ADP-Glo luminescence, 60 min; hits give low values. Phosphatidylinositol 5-phosphate 4-kinase type-2 alpha (Homo sapiens), P48426. 1.2% of 330,000 active. max response, %; active = max response of -50% or lower; inconclusive = between -30% and -50%; inactive = -30% or higher; note: value at the top dose of about 77 µM; % is set by controls: 0 for no effect and ±100 for the full control effect
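Reactions run in 0.038 M HEPES pH 7.4, 0.28 mM EGTA, 0.1% CHAPS and 5% DMSO, with PI5P4Kalpha, substrate, compound and 5 microM ATP final, one hour at room temperature. Readout is ADP-Glo luminescence.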
EPAC1 ag – qHTS for Agonist of cAMP-regulated guanine nucleotide exchange factor 3 (EPAC1): primary screen. Rap guanine nucleotide exchange factor 3 (Homo sapiens), O95398. EPAC1 agonist qHTS, biochemical assay; response scale: 100% = response to 6.5 mM cAMP. Potency, µM (titrated, usually from 154 µM), inactives show top-dose activation, usual class: activators. 0.073% of 360,000 active. AID 720707, 2013; note: potency is the fitted concentration of half-maximal effect; nearly all actives have a fitted effect of over 60% in size
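Compounds were pinned as a concentration titration into mixtures of EPAC1 (100 nM), BODIPY-GDP-loaded Rap1B (250 nM) and GDP (50 uM). After 5 min at room temperature, fluorescence was followed for 30 min; activity was scaled to 6.5 mM cAMP.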
FUS yeast rescue – qHTS for Suppressors of FUS Proteinopathy: Primary screen using FUS-linked yeast assay | S. cerevisiae FUS-expressing, growth rescue, OD600, 24 h | Potency, µM (highest dose often 76.6 µM), inactives show at the top dose growth rescue (activation), actives largely listed as activators | 0.24% of 390,000 active | AID 1347120, 2019;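 note: potency is the fitted concentration of half-maximal effect; plate controls were DMSO vehicle for no effect and reference control for full effect; nearly all actives have a fitted effect of over 55% in size; some results filed as inactive show a strong effect at the top dose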
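Toxicity suppression screen in FUS-yeast. Cells induced with 2% galactose, starting OD 0.005, treated 24hr at 30C with compounds at multiple final concentrations; growth by OD600.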
WRN helicase inh – qHTS for Inhibitors of WRN Helicase; WRN helicase unwinding, fluorescent forked duplex, kinetic; Bifunctional 3'-5' exonuclease/ATP-dependent helicase WRN (Homo sapiens), Q14191; Potency, µM (titrated, usually from 114 µM), without a hit: top-dose activity change, negative = inhibition, hits mostly inhibitors; 0.46% of 360,000 active; AID 651768, 2012; note: potency is the fitted concentration of half-maximal effect; % is set by controls: 0 for no effect and ±100 for the full control effect; nearly all actives have a fitted effect of over 55% in size
Target sequence (Q14191 whole entry, looked up): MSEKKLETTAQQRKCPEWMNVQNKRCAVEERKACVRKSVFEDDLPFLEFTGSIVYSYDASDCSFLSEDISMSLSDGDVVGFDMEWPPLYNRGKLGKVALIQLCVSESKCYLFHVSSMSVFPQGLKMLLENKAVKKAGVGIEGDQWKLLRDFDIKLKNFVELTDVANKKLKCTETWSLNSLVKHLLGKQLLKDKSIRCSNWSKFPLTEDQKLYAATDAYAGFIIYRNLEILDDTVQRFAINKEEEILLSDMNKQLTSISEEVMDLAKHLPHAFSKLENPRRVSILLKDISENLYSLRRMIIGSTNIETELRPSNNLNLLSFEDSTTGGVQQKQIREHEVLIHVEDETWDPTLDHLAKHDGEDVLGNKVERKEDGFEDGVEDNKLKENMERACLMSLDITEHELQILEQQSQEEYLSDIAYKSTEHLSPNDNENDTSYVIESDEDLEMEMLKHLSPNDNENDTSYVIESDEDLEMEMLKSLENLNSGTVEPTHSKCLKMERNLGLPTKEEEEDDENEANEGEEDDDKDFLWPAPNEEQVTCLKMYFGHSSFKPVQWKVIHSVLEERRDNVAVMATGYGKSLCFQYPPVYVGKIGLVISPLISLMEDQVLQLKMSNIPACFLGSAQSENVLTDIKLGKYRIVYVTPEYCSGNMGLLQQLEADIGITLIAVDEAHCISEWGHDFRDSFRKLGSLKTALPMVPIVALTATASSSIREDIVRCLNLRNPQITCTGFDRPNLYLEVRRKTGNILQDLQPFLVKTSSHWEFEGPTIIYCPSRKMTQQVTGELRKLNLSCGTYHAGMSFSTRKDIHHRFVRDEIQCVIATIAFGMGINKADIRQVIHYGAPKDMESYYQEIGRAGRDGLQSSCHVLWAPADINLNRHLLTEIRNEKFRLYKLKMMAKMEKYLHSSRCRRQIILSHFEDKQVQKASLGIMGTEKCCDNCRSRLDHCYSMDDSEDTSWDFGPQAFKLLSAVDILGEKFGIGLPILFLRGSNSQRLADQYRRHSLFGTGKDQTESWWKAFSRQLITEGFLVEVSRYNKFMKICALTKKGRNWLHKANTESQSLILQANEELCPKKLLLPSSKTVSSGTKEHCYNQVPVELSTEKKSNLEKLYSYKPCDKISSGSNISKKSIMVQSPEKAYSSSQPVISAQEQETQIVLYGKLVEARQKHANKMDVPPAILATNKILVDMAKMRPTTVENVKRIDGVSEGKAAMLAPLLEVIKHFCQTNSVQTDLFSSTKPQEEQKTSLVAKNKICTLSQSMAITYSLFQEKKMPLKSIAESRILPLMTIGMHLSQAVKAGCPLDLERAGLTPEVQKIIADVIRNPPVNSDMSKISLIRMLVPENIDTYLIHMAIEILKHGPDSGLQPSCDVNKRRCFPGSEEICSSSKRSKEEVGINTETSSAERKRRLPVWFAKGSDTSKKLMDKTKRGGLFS
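WRN at 20 nM final preincubated with compound 15 min at room temperature; reaction started with 100 nM fluorophore/quencher forked duplex oligonucleotide and 2 mM ATP final. Unwinding followed kinetically by red fluorescence (ex 525, em 598 nm).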
Abeta rescue – qHTS for compounds that reverse cellular toxicity of Amyloid beta (A-beta) peptide in yeast: Primary Screen; yeast expressing A-beta42, growth rescue, OD600, 48 h; response scale: 0% DMSO, 100% iron-clioquinol control; Potency, µM (top dose mostly 46.1 µM), without a hit: at the highest dose growth rescue, hits mostly activators; 0.063% of 410,000 active; note: potency is the fitted concentration of half-maximal effect; nearly all actives have a fitted effect of over 55% in size
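Yeast A-beta toxicity model in growth medium with pinned compounds, 48 h at 30 C; growth read as absorbance at 600 nm. Normalized to FeCl3/clioquinol equimolar mix (positive) and DMSO (negative).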
EPAC1 antag – qHTS for Antagonist of cAMP-regulated guanine nucleotide exchange factor 3 (EPAC1): primary screen | Rap guanine nucleotide exchange factor 3 (Homo sapiens), O95398 | EPAC1 GEF assay, Rap1b-BODIPY-GDP exchange fluorescence | Potency, µM (top dose mostly 115 µM), inactives show top-dose activity change, negative = inhibition, hits mostly inhibitors | 0.14% of 360,000 active;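 note: potency is the fitted concentration of half-maximal effect; plate controls were vehicle for no effect and positive control for full effect; nearly all actives have a fitted effect of over 50% in size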
IL-2 act – qHTS of IL-2 Activators. 0.065% of 360,000 active. activation, % (series mostly up to about 46 µM). IL-2 activation reporter assay, cell-based qHTS; stimulated with anti-CD3/CD4/CD28 beads; in transgenic mouse T cells; in the data active = activation above about 50%; inconclusive = mostly about 30% to 49%; note: 0% is about no effect
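Unstimulated transgenic mouse T cells; 60-min compound exposure; bead-based TCR/CD4/CD28 stimulation; 18 h culture, 37 degrees C; dual fluorescence (EGFP, DsRed) plate cytometry.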
PLK1 PBD block – qHTS for Inhibitors of PLK1-PDB (polo-like kinase 1 - polo-box domain): Primary Screen | Serine/threonine-protein kinase PLK1 (Homo sapiens), P53350 | Potency, µM, without a hit: max response, negative = inhibition, hits mostly inhibitors | Plk1 PBD binding of FITC phosphopeptide, fluorescence polarization | 2.8% of 360,000 active | AID 720504, 2013; note: potency is the fitted concentration of half-maximal effect; series mostly up to about 57 µM; % is set by controls: 0 for no effect and ±100 for the full control effect; nearly all actives have a fitted effect of over 65% in size
An asterisk follows results filed as active; ? = inconclusive; / = no result given; [ ] = dose if it differs, or a comment. Unless noted, calls come from the whole dose curve; as a rule, active = well fitted curve in the direction sought with a large enough effect; inconclusive = small, poorly fitted or top-dose-only effect, or another doubt; inactive = no such curve, though single readings can be large; an effect the other way counts as inactive or inconclusive.

SMILES	PI5P4Ka inh	EPAC1 ag	FUS yeast rescue	WRN helicase inh	Abeta rescue	EPAC1 antag	IL-2 act	PLK1 PBD block
CN(Cc1ccccc1)C(=O)c1ccccc1NC(=O)C1=CSCCO1	-1	4%	-18%	-3%	8%	-6%	-0.1	-3%
COc1ccc(N(Cc2cc3ccc(C)cc3[nH]c2=O)S(=O)(=O)c2ccccc2)cc1	0	12%	-15%	-5%	1%	-19%	-3.2	-4%
C=CCn1nnnc1SCC(=O)Nc1cccc(OC)c1	/	-2%	22%	2%	14%	-4%	-2.4	0%
CCCCN1C(=O)C(CC(=O)NC2CCCC2)CC(C(=O)N2CCCCCC2)=C1C (stereo not drawn)	-1	1%[76.9 µM]	-1%	8%	/	28%	0.4	/
COc1cc(C(=O)NCc2ccncc2)cc(OC)c1OC	-2	0%	-16%	15%	5%	0%	-0.4	-9%
O=C(NCC(c1ccco1)N1CCCC1)c1cn(Cc2ccccc2)nc1-c1ccccc1 (stereo not drawn)	-11	5%	/	-5%	5%	9%	-1.1	7%
CCCC(=O)N1CCN(Cc2nc3cc([N+](=O)[O-])ccc3n2C)CC1	0	-4%	15%	-1%[57.1 µM]	13%	-11%	14	-18%
COc1ccc(CCC(C)Nc2ccc(F)c(F)c2)cc1 (stereo not drawn)	14	9%	/	-7%	23%	0%	-0.6	-8%
CCC(CC)NC(=O)CSc1nnc(-c2ccc(OC)cc2)n1C(C)C	1	-1%	8%	0%	11%	3%	-0.6	-2%
COC(=O)c1cc(F)c(-n2cncn2)c(F)c1	/	8%	18%	-4%	-9%	12%	4.5	-8%
Cc1ccc(-c2cc(C(=O)NC3=NCCS3)c3ccccc3n2)cc1C	2	7%	?	-4%	-23%	-7%	-2.2	-14%
COc1ccc(N2CC(C(=O)N[C@@H](C)C(=O)N3CCCCC3)CC2=O)cc1 (stereo partly drawn)	4	8%	-24%	2%	4%	-6%	0.6	-6%
COc1ccc2cc(CCNC(=O)CCc3ccccc3)c(=O)[nH]c2c1	2	4%	-15%	-10%	-8%	-11%	-0.8	-1%
O=C(NCc1ccccc1)C1CC(=O)N(c2ccc(OCC(=O)N3CCOCC3)cc2)C1 (stereo not drawn)	-3	-7%	25%	-1%	-12%	1%	0.5	-13%
CN(C)S(=O)(=O)c1ccc(C(=O)OCC(=O)Nc2cccnc2Cl)cc1	6	8%	6%	3%	2%	-23%	1.1	-4%
Cc1ccc(-c2csc3ncnc(N4CCN(S(=O)(=O)c5ccc(C#N)cc5)CC4)c23)cc1	-1	11%	-8%	7%	0%	0%	-2.0	-4%
Cc1ccc(N2C(=O)CC(C)CC2=O)cc1	-1	6%	0%	3%	3%	11%	-3.5	-4%
N/C(=N\S(=O)(=O)c1cc(C(F)(F)F)cc(C(F)(F)F)c1)c1ccncc1	7	-20%	13%	-1%	1%	0%	-0.9	-2%
COc1ccc(N2CCN(C3C(=O)Nc4ccccc4-n4nnnc43)CC2)cc1 (stereo not drawn)	-7	-1%	20%	-5%	-8%	-23%	1.2	-5%
CCC(C)[C@@H](C(=O)Nc1ccc(OC)c(OC)c1)N1Cc2ccccc2C1=O (stereo partly drawn)	2	-11%	12%	-11%	3%	3%	-2.6	-2%
CC1CCCCN1S(=O)(=O)c1ccc(N(C(=O)c2cnccn2)C(C(=O)NC2CCCC2)c2cccs2)cc1 (stereo not drawn)	-11	9%	41%	-6%	5%	-4%	-0.1	-7%
O=C1CN(S(=O)(=O)c2ccc(Cl)cc2)CC(=O)N1CCc1ccccc1	/	-6%	18%	8%	-10%	-3%	-1.1	-2%
COc1ccccc1C=CC(=O)C=Cc1ccccc1OC	34	10%	/	-5%	-20%	-7%	-7.2	-12%
Cc1ccc(S(=O)(=O)N2CCCCC2)cc1C(=O)NCc1ccccn1	13	-3%	2%	-14%	-2%	-5%	-3.7	-10%
O=C(CCS(=O)(=O)c1ccc(Cl)cc1)Nc1ccc(N2CCOCC2)cc1	0	0%	32%	2%	-10%	9%	2.9	-20%
COc1cccc(CNC(=O)c2n[nH]c3ccccc23)c1	2	5%	-26%	-6%	-9%	-5%	-1.3	-12%
Cc1cc(N=CC2=C(O)CCCC2=O)no1	-6	0%	-14%	4%	3%	4%	0.6	3%
O=C(Nc1ncc(Cc2ccccc2)s1)C1CCCO1 (stereo not drawn)	-5	-10%	-2%	5%	?	-6%	-0.2	-5%
CC1CCN(S(=O)(=O)c2ccc3c(c2)c(=O)c(C(=O)N2CCOCC2)cn3C)CC1	-1	-1%	0%	-10%	/	-10%	1.0	-9%
O=S(=O)(c1ccc(Cl)c(NC(=S)Nc2cccc(O)c2)c1)N1CCOCC1	-1	0%	33%	-30%	-3%	-4%	0.3	-13%
O=S(=O)(c1ccc(Cl)cc1)N1CCN(c2ncnc3sccc23)CC1	0	3%	/	-3%	-48%[inhibitor]	4%	-4.8	6%
Cc1ccc(CNC(=O)C(=O)NCC2CCCN2S(=O)(=O)c2cccs2)cc1 (stereo not drawn)	-5	0%	/	-9%	3%	3%	0.1	5%
O=C(CSc1nc2scc(-c3ccccc3)c2c(=O)[nH]1)N1CCCCC1	3	6%	27%	-11%	11%	-10%	1.5	-16%
OC(c1ccc(F)cc1)c1nc(-c2ccncc2)cs1 (stereo not drawn)	5	0%	-23%	0%	-3%	-4%	-0.5	0%
O=C(Cn1cnc2c(nnn2Cc2ccccc2F)c1=O)OCc1ccccc1	12	-4%	/	-11%	17%	-3%	-0.4	-2%
COc1ccc(CCC(=O)N2CCN(c3ccc(OC)cc3)CC2)cc1	10	16%	4%	-2%	4%	-9%	3.2	-2%
CCN(CC(=O)NCc1ccc(F)cc1)C(=O)c1ccc(COc2ccccc2)cc1	-16	0%	30%	-4%	1%	7%	-6.7	2%
Cc1cccc(C)c1NC(=O)C(c1ccccc1)N1CCN(C/C=C/c2ccccc2)CC1 (stereo not drawn)	-1	0%	-11%	5%	-2%	-21%	-0.7	-6%
Cc1ccc(-n2c(Cc3cccn3C)nnc2SCC(=O)Nc2cc(C)on2)cc1	/	-9%	19%	-3%	-1%	25%	-2.1	-3%
Cc1nc2ccccc2n1CC(O)c1ccccc1 (stereo not drawn)	-1	0%	-7%	-1%	0%	4%	0.9	-9%
C=CCn1c(=O)c2ccccc2n2c(SCC(=O)NC(C)C)nnc12	-1	-1%	-1%	6%[57.1 µM]	0%	17%	-2.7	-3%
CCC(C)(C)n1nnnc1C(c1cccs1)N1CCCCC1 (stereo not drawn)	-8	-4%	-25%	1%	4%	-13%	-3.2	1%
Cc1ccc(NC(=O)c2noc(C(C)C)c2[N+](=O)[O-])cc1	2	-8%	6%	-4%	-34%[inhibitor]	10%	-1.9	0%
Cc1c(N2C(=O)/C(=C\c3cccc4ccccc34)SC2=S)c(=O)n(-c2ccccc2)n1C	-5	1%	17%	7%	10%	8%	-0.9	-6%
COc1ccc(NC(=O)CSc2nnc(Cn3c(=O)sc4ccccc43)n2C)c(OC)c1	-3	5%	-3%	3%	5%	2%	-1.9	-10%
CCOc1ccc(S(=O)(=O)NCc2ccccn2)cc1	/	5%	-31%	-11%	12%	3%	1.3	-3%
CC(=O)c1c(C)[nH]c(C(=O)COC(=O)CCNS(=O)(=O)c2ccc(C)c(C)c2)c1C	-3	6%	7%	-2%	-2%	-25%	-0.5	-16%
O=C(N/N=C\c1ccc([N+](=O)[O-])o1)c1cncc(Br)c1	?	-4%	1%	-23%	0%	24%	-0.8	-6%
COc1ccc(C(=O)Nc2cc(Cl)ccc2N2CCOCC2)cc1S(=O)(=O)N1CCOCC1	-5	2%	20%	-25%	6%	-6%	1.3	-11%
O=C(O)CCCC(=O)NS(=O)(=O)c1ccc(Cl)cc1	0	-9%	13%	12%	-9%	7%	0.0	-8%
Cc1[nH]c2ccccc2c1/C=N/NC(=O)c1cccs1	?	6%	14%	-20%	-6%	-15%	1.0	3%
COc1ccc(/C=N/NC(=O)CN(Cc2ccccc2)S(=O)(=O)c2ccc3c(c2)OCCO3)cc1	7	2%	/	-29%	3%	-12%	1.4	2%
CC12CCC(C(=O)NCc3cccnc3)(OC1=O)C2(C)C (stereo not drawn)	-5	-13%	-21%	-13%	18%	7%	0.0	-1%
CCCN1Cc2cccc(C(=O)Nc3cc(OC)cc(OC)c3)c2C1=O	/	6%	26%	-12%	-5%	18%	-2.2	-8%
CN(C(=O)c1ccc(Cl)cc1)c1ccc(OCC(=O)Nc2cc(C(=O)O)ccc2Cl)cc1	-8	3%	29%	0%	1%	27%	0.1	-3%
CCN(CC1COc2ccccc2O1)C(=O)CN1C(=O)NC(C)(c2ccccc2)C1=O (stereo not drawn)	1	-2%	40%	2%	-7%	14%	-0.1	-5%
COc1ccc(CC(=O)Nc2nc(-c3ccc(F)c(F)c3)cs2)cc1	16	17%	12%	-26%	-4%	?	1.8	0%
CCCOc1cccc(C(=O)NCCCNC(=O)c2ccccn2)c1	-7	2%	8%	-13%	-1%	0%	-0.5	3%
CCOC(=O)N1CCN(CC(=O)Nc2ccc(F)c(F)c2F)CC1	5	-5%	-8%	12%	-21%	-11%	-2.8	-5%

Record cards, as listed above. Screens in order: PI5P4Ka inh, EPAC1 ag, FUS yeast rescue, WRN helicase inh, Abeta rescue, EPAC1 antag, IL-2 act, PLK1 PBD block
`CCN(CC1COc2ccccc2O1)C(=O)CN1C(=O)NC(C)(c2ccccc2)C1=O` (stereo not drawn) in the list: 1, -2%, 40%, 2%, -7%, 14%, -0.1, -5%
`CC12CCC(C(=O)NCc3cccnc3)(OC1=O)C2(C)C` (stereo not drawn) in the list: -5, -13%, -21%, -13%, 18%, 7%, 0.0, -1%
`CCCOc1cccc(C(=O)NCCCNC(=O)c2ccccn2)c1` in the list: -7, 2%, 8%, -13%, -1%, 0%, -0.5, 3%
